PTAP TSG101 blk – blocks PTAP/TSG101 interaction to inhibit HIV-1 budding | Q99816 | Potency, µM (titrated, usually from 115 µM), for inactives: top-dose activity change, negative = inhibition, hits mostly inhibitors | AID 493005 | Fluorescence polarization, FITC-PTAP peptide / Tsg101 binding | 340,000 tested, under 10 active; active = well fitted inhibition curve with a large enough effect in the main read-out, with a control signal flat, not every such curve was filed as active; inconclusive = small, poorly fitted or top-dose-only effect, or effect the other way, or a change in a side signal; inactive = no such curve, though single readings can be large or run the other way; note: potency is the fitted concentration of half-maximal effect; % of control where 0% means no effect
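Tsg101 binding domain (10 uM final) was mixed with compound and a FITC-labeled PTAP peptide (50 nM final) in HEPES pH 7.5 buffer with NaCl, Tween 20, EDTA and TCEP; fluorescence polarization was read after 20 min at r.t.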
Integrin act MD – integrin-mediated muscular dystrophy alleviation activation; alpha7betagal myoblasts, beta-gal FDG fluorescence, 48 h; Potency, µM (top dose mostly 38.3 µM), inactives show top-dose activation, most hits filed as activators; 0.064% of 350,000 active; AID 624291;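 note: potency is the fitted concentration of half-maximal effect; 100% = response of the positive control SU9516; nearly all actives have a fitted effect of over 60% in size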
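Alpha7betagal+/- myoblasts (passage 13) were plated 16-24 hr, then exposed to compounds (1:260 dilution of DMSO stock) for 48 hours at 37C. After MPER lysis, β-galactosidase reporter activity was read as FDG fluorescence (ex 480/em 540) after 30 minutes.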
Tb PFK block – blocks T. brucei phosphofructokinase. O15648. T. brucei PFK, ADP-Glo luminescence. Potency, µM (doses to about 57.5 µM), inactives show at the highest dose activity, negative = inhibition, usual class: inhibitors. 0.17% of 330,000 active. AID 485367;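 note: potency is the fitted concentration of half-maximal effect; 0% = uninhibited 1x PFK enzyme wells and -100% = no-enzyme wells; nearly all actives have a fitted effect of over 60% in size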
Target sequence (O15648 whole entry, looked up): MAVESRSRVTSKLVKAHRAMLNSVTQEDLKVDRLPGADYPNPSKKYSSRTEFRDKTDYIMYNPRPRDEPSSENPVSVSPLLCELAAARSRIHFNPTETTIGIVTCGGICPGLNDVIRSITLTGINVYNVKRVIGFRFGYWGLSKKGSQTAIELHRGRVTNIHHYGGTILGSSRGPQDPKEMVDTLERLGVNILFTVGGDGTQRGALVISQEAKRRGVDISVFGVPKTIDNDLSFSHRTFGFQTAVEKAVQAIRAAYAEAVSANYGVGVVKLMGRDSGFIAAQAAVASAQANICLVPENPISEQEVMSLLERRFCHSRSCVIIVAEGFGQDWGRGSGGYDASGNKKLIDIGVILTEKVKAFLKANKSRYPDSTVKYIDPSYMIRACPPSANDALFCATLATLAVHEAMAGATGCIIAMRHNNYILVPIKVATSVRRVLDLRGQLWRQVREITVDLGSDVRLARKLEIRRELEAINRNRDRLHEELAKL
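Compounds were pin-transferred as a titration series up to 57 uM into substrate buffer (0.5 mM F6P, 0.1 mM ATP, pH 8.0), then 1.25 nM PFK was added and reactions ran 45 min before ADP-Glo detection.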
ELG1 DNA repair – ELG1-dependent DNA repair inhibition; HEK293T ELG1-luciferase reporter, luminescence, 16 h; DNA damage induced by 5-fluorouridine; Potency, µM (doses to about 46.1 µM), inactives show at the highest dose activity change, negative = inhibition, actives largely listed as inhibitors; 2.3% of 330,000 active; note: potency is the fitted concentration of half-maximal effect; % is set by controls: 0 for no effect and ±100 for the full control effect; nearly all actives have a fitted effect of over 55% in size
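5-Fluorouridine DNA damage + compound/DMSO, 2,000 cells/well, 16 h, 37 °C/5% CO2. ONE-Glo, 30 min RT, luminescence. Readout = decrease in reporter signal.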
A-T KAP1 phos – candidate therapy for ataxia-telangiectasia; 0.19% of 320,000 active; […] A-T fibroblasts, KAP-1 phosphorylation AlphaLISA; neocarzinostatin DNA damage 30 min before lysis; Potency, µM (series often up to 57.5 µM), for inactives: top-dose activation, actives largely listed as activators; note: potency is the fitted concentration of half-maximal effect; % of control where 0% means no effect; nearly all actives have a fitted effect of over 45% in size
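ATM-like activity read as KAP-1 phosphorylation via AlphaLISA donor/acceptor antibody pairs after lysis and 6 hr at 25C. Cells were ATM-null patient fibroblasts ([…], hTERT), dosed 60 min, then exposed to the DSB inducer NCS for 30 min.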
TSHR antagonist – blocks TSH signaling through the human TSH receptor; 0.2% of 330,000 active; TSHR-expressing cells, TSH-stimulated cAMP HTRF, 2 h; stronger effect = lower value; activity change, negative = inhibition, % at 11.5 µM;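 active = activity change below a set negative limit, meaning inhibition stronger than a set level, cut at about -70% in these data; inconclusive = activity change between two set negative limits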; note: % is set by controls: 0 for no effect and ±100 for the full control effect
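Inhibition of cAMP made by TSHR-expressing cells under TSH stimulation (4nM final, EC80; 2 h, 37 deg C) is quantified with a one-step lysis HTRF kit, anti-cAMP cryptate versus cAMP-d2.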
TCR activator – activates T cell receptor signaling | primary human leukocytes, anti-CD3, IL-2 HTRF, 48 h | Potency, µM (doses to about 9.22 µM), for the others: at the highest dose activation of IL-2 secretion, usual class: activators | 330,000 tested, under 10 active; note: % of control where 0% means no effect
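Activity was scored as IL-2 release from primary human leukocytes given only a TCR signal (a-CD3 beads) plus compound for 48 hr. Detection used a two-antibody HTRF format read at 665nm.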
Chronic BCR inh – chronic active BCR signaling inhibition; ABC-DLBCL IkBa-CBG/CBR reporter, luminescence ratio, 4 h; Potency, µM (titrated, usually from 46.1 µM), without a hit: top-dose ratio change, negative = lower green/red ratio, actives largely listed as inhibitors; 0.05% of 340,000 active; AID 493014; active = well fitted inhibition curve with a large enough effect in the signal ratio, with a control signal flat, not every such curve was filed as active; inconclusive = small, poorly fitted or top-dose-only effect, or effect the other way, or a change in a side signal; the % refers to the signal ratio;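 note: potency is the fitted concentration of half-maximal effect; plate controls were basal doxycycline-induced cells for no effect and cells given 10 µM MG132 for full effect; MG132 reads +100%, hits lower the ratio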
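Compounds up to 46 uM were incubated four hours with TMD8 cells whose green CBG68 luciferase is fused to IkappaBalpha; red CBR luminescence normalised the signal, and concentration-effect curves were fitted to fusion, red and ratio data.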
Mito fusion yeast – inhibitors of mitochondrial division or activators of mitochondrial fusion. S. cerevisiae fusion-defective mutant growth rescue, CellTiterGlo 48 h. Potency, µM (top dose mostly 46.1 µM), for the others: at the highest dose growth rescue (activation), hits mostly activators. 0.23% of 320,000 active. AID 485298;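 note: potency is the fitted concentration of half-maximal effect; % of control where 0% means no effect; nearly all actives have a fitted effect of over 45% in size; temperature-sensitive fusion mutants such as fzo1-1 at 37 °C on non-fermentable ethanol glycerol medium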
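Luminescent cell viability in 1536-well qHTS format served as the measure of rescued growth in ts fusion-mutant S. cerevisiae cultured on non-fermentable YPEG for 48 hours at 37C.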
Eya2 inh – blocks the phosphatase activity of human Eya2. O00167. recombinant Eya2, OMFP fluorescence dephosphorylation (OMFP is methylfluorescein phosphate). Potency, µM (series often up to 76.9 µM), for the others: at the highest dose activity, negative = inhibition, most hits filed as inhibitors. 0.006% of 330,000 active. AID 488837; note: potency is the fitted concentration of half-maximal effect; % is set by controls: 0 for no effect and ±100 for the full control effect
Target sequence (O00167 whole entry, looked up): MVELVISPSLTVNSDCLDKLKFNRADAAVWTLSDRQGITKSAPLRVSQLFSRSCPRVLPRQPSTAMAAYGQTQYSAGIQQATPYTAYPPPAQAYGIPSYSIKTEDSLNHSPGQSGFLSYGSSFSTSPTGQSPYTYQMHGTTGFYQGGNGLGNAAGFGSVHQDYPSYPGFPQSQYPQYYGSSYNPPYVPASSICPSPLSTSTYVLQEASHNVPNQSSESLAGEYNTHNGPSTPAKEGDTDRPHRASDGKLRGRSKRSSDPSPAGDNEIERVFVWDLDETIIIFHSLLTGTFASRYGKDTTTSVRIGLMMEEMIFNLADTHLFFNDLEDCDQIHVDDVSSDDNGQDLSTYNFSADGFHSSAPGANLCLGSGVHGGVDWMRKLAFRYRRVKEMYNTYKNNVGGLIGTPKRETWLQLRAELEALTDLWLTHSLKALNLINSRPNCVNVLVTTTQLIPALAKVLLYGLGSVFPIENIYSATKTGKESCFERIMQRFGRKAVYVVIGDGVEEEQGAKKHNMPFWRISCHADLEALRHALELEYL
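Eya2 protein (added as 0.2 uM solution) was preincubated with compound for 10 min at ambient temperature in 50 mM HEPES pH 7.5, 50 mM NaCl, 5 uM MgCl2, 0.05% BSA, 1 mM DTT. OMFP (added at 50 uM) then reacted 10 min; fluorescence read at 485/525 nm.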
ASM inhibitor – inhibitors of human secretory acid sphingomyelinase; 0.006% of 340,000 active; AID 504937; Potency, µM (titrated, usually from 57.5 µM), for inactives: at the top dose activity change, negative = inhibition, usual class: inhibitors; placental ASM, HMU-PC fluorogenic substrate, 60 min; note: potency is the fitted concentration of half-maximal effect
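Human placenta-derived ASM enzyme was preincubated with compound for 10 minutes at room temperature, then given fluorogenic substrate HMU-PC0 (9 uM final) for 60 minutes at 37 °C; a pH 10 stop preceded fluorescence reading at Ex 386/Em 447 nm.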
The depositor's hits bear a star; ? = inconclusive; · = not tested or not shown; [ ] = dose if it differs, or a comment. Unless noted, calls come from the whole dose curve; as a rule, active = well fitted curve in the direction sought with a large enough effect; inconclusive = small, poorly fitted or top-dose-only effect, or another doubt; inactive = no such curve, though single readings can be large; an effect the other way counts as inactive or inconclusive.

SMILES | PTAP TSG101 blk | Integrin act MD | Tb PFK block | ELG1 DNA repair | A-T KAP1 phos | TSHR antagonist | TCR activator | Chronic BCR inh | Mito fusion yeast | Eya2 inh | ASM inhibitor
O=C(NCc1cccnc1)c1ccc(NS(=O)(=O)c2cccc([N+](=O)[O-])c2)cc1 | 2% | -11% | -5% | 5% | -5% | -8 | 0%[46.1 µM] | ? | · | 9% | 2%
CCCCCn1c(=O)[nH]c2cc(C(=O)N3CCN(Cc4ccc5c(c4)OCO5)CC3)ccc2c1=O | -2% | -37%[inhibitor] | -1% | 0.46µM* | -6% | -30 | 1% | 6% | -2% | -26% | 18%
COc1ccc(S(=O)(=O)N2CCOCC2)cc1NC(=O)c1ccncc1 | 3% | -19% | -9% | 9% | 5% | -36 | · | ? | -4% | -10% | 3%
O=C(Nc1ccc([N+](=O)[O-])cc1Br)c1cc2ccccc2nc1Cl | -7% | 8% | -12% | ? | 1% | 3 | 7% | ? | 3% | 7% | -2%
CCOC(=O)CSCc1nc(-c2ccc(Cl)cc2)oc1C | 0% | 14% | 1% | 24% | -8% | 2 | -1% | 0% | -6% | -4% | 1%
COc1ccc(-c2cc(C(=O)NCCc3ccc(S(N)(=O)=O)cc3)c3ccccc3n2)cc1 | 3% | 0% | -4% | ? | 8% | -28 | 7% | ? | -2% | 6% | 85%[activator]
O=C(Oc1cccc2cccnc12)c1ccc(Br)o1 | -3% | 14% | 0% | -1% | 0% | 10 | -8% | -1% | 2% | -15% | 5%
CC1Cc2ccccc2N1C(=O)COC(=O)c1ccc(O)cc1 (stereo not drawn) | -3% | ? | -1% | ? | -4% | 12 | -1% | ? | -1% | -7% | -1%
CCOc1cc(/C=N\NC(=O)Cn2nc([N+](=O)[O-])cc2C)ccc1OCc1cccc2ccccc12 | -4% | 12% | -3% | 17% | · | 2 | 1% | ? | 10% | -1% | -4%
Cc1ccc(NC(=O)C(C)Sc2nc(=O)cc(N)n2-c2ccccc2)cc1 (stereo not drawn) | -5% | ? | 5% | 6% | -1% | 24 | -5% | ? | 1% | 6% | -4%
O=C(CSc1ccccn1)c1ccc(F)cc1 | -3% | -16% | -2% | ? | 8% | 1 | -4% | 1% | 2% | 16%[15.4 µM] | 1%
O=C(COc1cccc2ccccc12)NNC(=O)[C@@H]1CCCC[C@@H]1C(=O)O | -2% | 5% | 2% | 3% | -4% | 24 | -6% | ? | 1% | 9% | -1%
COc1ccc(NC(=O)c2cncc(Br)c2)c(S(=O)(=O)N2CCOCC2)c1 | -1% | -10% | -2% | 11µM* | 9% | -4 | 2% | -3% | -2% | -5% | 2%
Cc1nc(N)sc1C(=O)N/N=C/c1c[nH]c2ccccc12 | 1% | -14% | -11% | ? | -2% | 10 | 2% | ? | 3% | 0% | 8%
Cc1nc(SCCO)c([N+](=O)[O-])[nH]1 | -2% | 2% | -8% | -6% | 2% | 3 | -5% | -11% | -1% | 14% | -1%
CCN1C(=O)NC2=C(C(=O)c3ccccc32)C1c1ccccc1F (stereo not drawn) | -2% | -9% | -2% | -5% | 9% | -3 | -5% | ? | 13% | -11% | -4%
O=C(O)CSc1cc(C(=O)c2ccccc2O)cn2c(=O)c3c(-c4ccccc4)csc3nc12 | -12% | 13% | -1% | -15% | -13% | -20 | -1% | 19% | 5% | -5% | -13%
Cc1ccc(CNC(=O)CNC(=O)c2ccco2)cc1 | -3% | -1% | 1% | 2% | -5% | 5 | 1% | ? | 4% | -7% | 3%
COc1cc(/C=N/Nc2ccccc2[N+](=O)[O-])cc(OC)c1O | 0% | 19% | 0% | 2% | -20% | 21 | 3% | ? | 1% | -14% | -8%
COc1ccc(NC(=O)CSc2n[nH]c(-c3ccccn3)n2)cc1 | -3% | -17% | 4% | ? | -6% | 1 | -2% | -5% | -1% | 24% | -3%
CC1=C(C(=O)Nc2cccc(C(=O)NC(C)c3ccccc3)c2)SCCO1 (stereo not drawn) | -6% | -6% | -1% | -11% | -4% | 13 | -6% | 15% | -3% | -7% | 2%
Cn1cccc1-c1cc(C(=O)N/N=C/c2cccc(O)c2)[nH]n1 | -1% | -13% | 0% | -11% | -2% | 18 | -13% | -5% | -8% | 4% | -1%
Cc1ccc(OCc2nc(-c3cccnc3)no2)cc1C | -3% | 0% | -2% | ? | -2% | -15 | 0% | ? | 7% | -3% | -1%
CC(=O)c1cccc(NC(=O)CN2C(=O)NC3(CCCCCCC3)C2=O)c1 | -10% | -12%[7.66 µM] | 3% | -2% | 6% | 2 | -1% | -6% | -3% | 6% | 1%
COc1cc(CCc2ccc3c(c2)OCO3)oc(=O)c1 | -2% | -5% | 2% | ? | -11% | 4 | 6% | -1% | -8% | 6% | -2%

The results go on:
SMILES | PTAP TSG101 blk | Integrin act MD | Tb PFK block | ELG1 DNA repair | A-T KAP1 phos | TSHR antagonist | TCR activator | Chronic BCR inh | Mito fusion yeast | Eya2 inh | ASM inhibitor
COc1ccc(S(=O)(=O)N2CCOC23CCN(S(=O)(=O)c2ccc(C)cc2)CC3)cc1 | -1% | -9% | 0% | -11% | -6% | 5 | · | ? | 19% | 5% | 2%
CCCNC(=O)CC(NS(=O)(=O)c1ccc(NC(C)=O)cc1)C(C)C (stereo not drawn) | 1% | -4% | 3% | ? | 2% | 27 | -17% | 10% | -4% | -1% | 3%
CCOC(=O)C1=C(N)n2c(s/c(=C/c3ccccc3)c2=O)=C(C(=O)OCC)C1c1ccccc1 (stereo not drawn) | · | · | 4% | -7% | 8% | 11 | · | 9% | 0% | -7% | ·
Cc1ccc(SCC(=O)OCC(=O)NCc2cccs2)cc1 | -4% | -24% | -2% | 10% | 1% | 2 | 2% | 4% | -1% | -2% | 4%
CCOC(=O)N1CCN(S(=O)(=O)N2CCCC(C(=O)NCCc3ccc(OC)c(OC)c3)C2)CC1 (stereo not drawn) | -2% | -28% | 0% | ? | 2% | -1 | -3% | -2% | -6% | -8% | -3%
Cc1ccc(CN2C3CCCC2CC(NC(=O)c2ccc(F)cc2)C3)cc1 (stereo not drawn) | -1% | -22% | 1% | -12% | 11% | -2 | · | -4% | -3% | 3% | -2%
Cc1ccnc2ccc(P(=O)(c3ccccc3)c3ccccc3)cc12 | · | · | 1% | -15% | 1% | 0 | · | -13% | -3% | 6% | ·
O=C(c1ccc(=O)[nH]c1)N1CCN(S(=O)(=O)c2cc(C(F)(F)F)ccc2Cl)CC1 | -6% | -433%[inhibitor] | 0% | 3% | -1% | 1 | -2% | -1% | -9% | -2% | -2%
CCOC(=O)N1CCN(C(=O)C(C)N(c2ccc(Oc3ccccc3)cc2)S(C)(=O)=O)CC1 (stereo not drawn) | -2% | 13% | -15% | 6.5µM* | 7% | -5 | 0% | ? | 15% | 10% | -1%
CCOC(=O)c1[nH]ncc1CN1CCN(Cc2ccccc2)C(CCO)C1 (stereo not drawn) | -4% | -33% | 1% | -13% | 2% | -1 | 2% | 1% | -1% | -13% | 1%
O=C(CCCn1c(SCC(=O)NCC2CCCO2)nc2ccccc2c1=O)NCC1CCCO1 (stereo not drawn) | -5% | 9% | 0% | 2% | -10% | 1 | 4% | 0% | 1% | 10% | 5%
CC(NC(=O)c1cccc(F)c1)C(c1cccs1)N1CCN(C)CC1 (stereo not drawn) | -13% | -8%[7.66 µM] | 3% | 26% | -1% | 7 | 5% | 3% | -5% | 6% | 8%
CCc1ccccc1NC(=O)c1cc(-c2ccc3c(c2)OCO3)on1 | -2% | 26% | -3% | ? | 2% | -3 | -9% | ? | -2% | -6% | -2%[11.5 µM]
O=C(NC(=S)Nc1nc(-c2ccc(Br)cc2)cs1)c1ccco1 | -6% | -2% | -5% | -5% | 6% | -19 | 10% | -9% | -3% | -1% | 3%

Assay outcomes as filed in PubChem.
